Screening data (PubChem)
OXTR potentiator = human OXTR potentiation. P30559. CHO-OTR cells, Fluo-8 calcium fluorescence, potentiator mode; 0% = oxytocin EC15, 100% = EC100. activation, % at 3 µM. 320,000 compounds, 0.061% hits;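 active = activation above that plate's cutoff, the mean activation of tested compounds plus 3 SD, cut at about 6.6% in these data, passing the limit was not always enough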;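 note: 100% uses oxytocin at 75 nM as the full agonist control; some results filed as inactive read as strong as hits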
Target sequence (P30559 whole entry, looked up): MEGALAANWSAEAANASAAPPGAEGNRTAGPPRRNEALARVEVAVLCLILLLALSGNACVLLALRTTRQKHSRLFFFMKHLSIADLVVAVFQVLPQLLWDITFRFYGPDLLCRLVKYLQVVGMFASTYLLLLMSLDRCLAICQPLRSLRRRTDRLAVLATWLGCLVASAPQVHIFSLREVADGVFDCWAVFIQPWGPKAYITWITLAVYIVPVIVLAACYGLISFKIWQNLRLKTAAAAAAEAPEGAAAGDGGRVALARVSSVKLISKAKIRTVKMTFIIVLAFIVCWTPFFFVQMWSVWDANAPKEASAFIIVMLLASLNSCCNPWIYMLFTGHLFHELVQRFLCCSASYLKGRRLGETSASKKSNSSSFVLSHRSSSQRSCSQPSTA
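Assay system: CHO-OTR cells, human receptor / Also added: oxytocin at about EC15, sub-maximal agonist stimulus / Dosing: single dose, 3.0 µM nominal final compound concentration / Incubation: 6 min pre-incubation, 100 s read / Technique: Fluo-8 calcium dye fluorescence / Read-out: % activation vs EC15 and EC100 oxytocin / Benchmarks: EC15 oxytocin low, 75 nM oxytocin high / Replicates: singlicate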
V1R ag counter = counter-screen for oxytocin receptor agonists: human V1a receptor agonists. P37288. CHO-V1R cells, Fluo-8 calcium fluorescence, agonist mode; 0% DMSO, 100% 3 nM vasopressin. activation, % at 3 µM. 320,000 compounds, 0.25% hits. AID 2797;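 active = activation above the mean activation of all tested compounds plus 3 SD, per screening run, cut at about 20% in these data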;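 note: signal is peak over basal fluorescence ratio across a 100 second FLIPR read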
TAAR1 ag = agonists of human TAAR1 | CHO RD-HGA16 TAAR1, Fluo-8 calcium fluorescence; vehicle wells 0%, saturating PEA agonist 100% | AID 624467 | activation, % at 3 µM | Q96RJ0 | 360,000 compounds, 0.99% hits;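 active = activation above the mean activation of all test compounds in the run plus 3 SD, cut at about 38% in these data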
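Assay system – CHO-derived RD-HGA16 cells with stable Gα16 and human TAAR1 · Compound dosing – one-point dosing at 3 µM (nominal) · Incubation – 17-24 h seeding, 75 min 37 °C dye, 30 min RT · Measured by – kinetic Fluo-8 calcium fluorescence · Control set – DMSO vehicle as 0%, PEA at EC100 as 100% · Repeats – single well for each compound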
M1 PAM parental = nonselective activator or artifact in parental CHO-K1 calcium assay. activation, % at 3 µM. 360,000 compounds, 0.02% hits. ATP EC20, Fluo-8 calcium fluorescence; 0% at ATP EC20, 100% at ATP max;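 active = activation above the run cutoff, the mean activation of all test compounds plus 3 SD, cut at about 40% in these data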;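 note: peak over basal fluorescence ratio in a 140 s read after ATP addition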
TAAR1 antag = human TAAR1 antagonism | Q96RJ0 | CHO RD-HGA16 TAAR1, Fluo-8 calcium fluorescence, antagonist | inhibition, % at 3 µM | 360,000 compounds, 1.5% hits;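 active = inhibition above a per-plate cutoff, the mean inhibition of test compounds on that plate plus 3 SD, cut at about 49% in these data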;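 note: 0% = DMSO plus EC80 beta-PEA response and 100% = DMSO alone without agonist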
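Test system – hTAAR1-expressing CHO RD-HGA16 cells, Gα16-coupled · Reagent – β-PEA at EC80 concentration, post-compound challenge · Compound dosing – 3 µM, single point · Timing – 140 s kinetic read after compound, 140 s after agonist · Detection – Fluo-8 intracellular calcium dye fluorescence, real-time kinetic reads · Control set – DMSO and EC80 PEA controls · Repeats – n of 1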
CHO parental Ca = counter-screen: ATP calcium response change in parental CHO cells. parental CHO-K1, ATP-induced calcium, Fluo-8 fluorescence. inhibition, % at 5.6 µM. 330,000 compounds, 0.63% hits;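 active = inhibition above that plate's mean sample inhibition plus 3 SD, cut at about 26% in these data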;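 note: 0% = ATP-challenged DMSO wells and 100% = DMSO wells without ATP; some compounds past the cut are filed as inactive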
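Assay system – parental CHO cells · Reagent – ATP stimulus · Detection – intracellular calcium via Fluo-8 no-wash fluorescent dye · Evaluation – percent inhibition of ATP-evoked calcium rise, normalized to controls · Controls – ATP wells versus no-ATP DMSO wells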
CHRM1 agonist = agonists of human M1 muscarinic receptor. CHO-K1 hM1, Fluo-8 calcium fluorescence, agonist mode; 0% DMSO, 100% acetylcholine EC100. AID 588814. P11229. 360,000 compounds, 0.33% hits. activation, % at 3 µM;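 active = activation above the run's mean compound activation plus 3 SD, cut at about 16% in these data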;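 note: peak over basal fluorescence ratio within a 140 s kinetic read after compound addition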
Target sequence (P11229 whole entry, looked up): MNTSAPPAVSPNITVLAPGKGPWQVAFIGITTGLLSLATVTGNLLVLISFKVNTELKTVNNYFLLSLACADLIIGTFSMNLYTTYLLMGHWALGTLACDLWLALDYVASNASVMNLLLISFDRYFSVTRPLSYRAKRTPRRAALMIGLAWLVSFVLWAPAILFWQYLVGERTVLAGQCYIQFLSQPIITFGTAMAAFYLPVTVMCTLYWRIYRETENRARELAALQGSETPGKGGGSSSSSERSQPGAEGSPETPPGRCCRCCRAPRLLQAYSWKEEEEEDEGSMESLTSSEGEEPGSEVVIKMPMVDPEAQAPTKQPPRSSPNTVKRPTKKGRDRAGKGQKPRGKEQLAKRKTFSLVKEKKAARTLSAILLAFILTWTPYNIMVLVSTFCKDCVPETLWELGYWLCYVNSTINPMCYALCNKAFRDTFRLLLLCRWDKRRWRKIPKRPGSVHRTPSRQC
CHO-K1 Ca antag = nonselective inhibitor or artifact in parental CHO-K1 cells | AID 602250 | ATP-induced calcium, Fluo-8 fluorescence | inhibition, % at 3 µM | 360,000 compounds, 0.6% hits;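 active = inhibition above a per-plate cutoff, the plate's mean sample inhibition plus 3 SD, cut at about 24% in these data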;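 note: 0% = DMSO plus EC80 ATP and 100% = DMSO alone without ATP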
CHO-K1 Ca ag = nonselective activator or artifact in parental CHO-K1 cells; Fluo-8 calcium fluorescence; scaled to maximal ATP response, vehicle zero; activation, % at 3 µM; 360,000 compounds, 0.48% hits; in the data active = activation above about 15%;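 note: untransfected CHO-K1 host cells lacking M1 receptor as counterscreen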
An asterisk follows results filed as active; nt = no result given.

1: COc1ccc(OC)c(/C=N/Nc2nc(C)cc(=O)[nH]2)c1
2: CC(=O)c1cccc(NC(=O)N2CCCC2C(=O)NCCC(C)C)c1 (configuration not stated)
3: Cc1ccc(C)c(N2CCN(C(=O)c3ccc(Cn4c(=S)[nH]c5ccc(N6CCOCC6)cc5c4=O)cc3)CC2)c1
4: CCOC(=O)CC(=O)CSc1nc2c(sc(=S)n2-c2ccc(C)c(C)c2)c(=O)[nH]1
5: COC(=O)C1CCN(C(=O)c2ccc(OC3CCN(Cc4ccccn4)CC3)cc2)CC1
6: Cc1cccc(NS(=O)(=O)c2ccc(C(=O)N3CCC3)cc2)c1C

Assay by compound	1	2	3	4	5	6
OXTR potentiator	-6	-3	-17	-8	-6	-10
V1R ag counter	-0.9	-0.3	-1.1	2.0	-0.8	4.6
TAAR1 ag	0	2	1	-3	1	4
M1 PAM parental	8	5	8	5	14	-8
TAAR1 antag	-31	20	-13	-33	22	15
CHO parental Ca	-12	-9	-7	-2	7	-19
CHRM1 agonist	-1	-4	-5	-2	-8	0
CHO-K1 Ca antag	-2	-6	-8	7	-10	-12
CHO-K1 Ca ag	-0.3	-0.1	0.8	-0.6	0.5	4.3

7: CC(C)(C)OC(=O)N1CCC2(CC1)C(C#N)=C(N)OC1=C2C(=O)CCC1
8: COc1ccccc1NS(=O)(=O)c1cccc(C(=O)N/N=C/c2cn(-c3ccccc3)nc2-c2ccccc2)c1
9: O=C(COc1ccc(/C=N/NC(=O)c2ccncc2)cc1)Nc1cccc([N+](=O)[O-])c1
10: O=C1CN(C(=O)c2ccccc2)C(c2ccccc2)c2cc(F)ccc2N1 (configuration not stated)
11: COc1cccc(CCNC(=O)C2CCC(=O)N(Cc3cccc(OC)c3)C2)c1 (configuration not stated)
12: NC(=O)COc1ccc(-n2cnnn2)cc1

Assay by compound	7	8	9	10	11	12
OXTR potentiator	-1	-7	-12	-6	-4	-7
V1R ag counter	1.1	0.8	2.2	1.3	0.2	1.9
TAAR1 ag	6	4	5	9	0	1
M1 PAM parental	-1	16	-17	-9	16	3
TAAR1 antag	-13	8	15	1	-14	-8
CHO parental Ca	-7	-9	4	-31	-12	-5
CHRM1 agonist	-3	-7	4	-9	-3	-6
CHO-K1 Ca antag	-3	0	6	-13	-3	8
CHO-K1 Ca ag	5.4	2.1	2.4	4.4	0.5	1.3

13: COc1cc(OC)c(-c2nnc(-c3ccc(OC)c(OC)c3OC)o2)cc1OC
14: CCOC(=O)c1[nH]c2ccccc2c1NC(=O)c1ccc(S(=O)(=O)N(C)C)cc1
15: CC(C)OCCCNC(=O)CCc1nc(-c2ccccc2)no1
16: O=C(Cn1cc(C(F)(F)F)cc(Cl)c1=O)NCCc1ccccc1
17: Cn1cccc1/C=C1\SC(=O)N(c2ccccc2)C1=O
18: O=C(O)c1ccc(/C=N/NC(=O)C2CC2(c2ccccc2)c2ccccc2)cc1 (configuration not stated)

Assay by compound	13	14	15	16	17	18
OXTR potentiator	3	-3	-9	-10	-6	-17
V1R ag counter	-0.5	1.2	-0.1	-0.7	4.5	0.0
TAAR1 ag	4	4	1	2	7	4
M1 PAM parental	9	9	15	19	5	nt
TAAR1 antag	21	1	7	-5	7	1
CHO parental Ca	-7	-18	1	-10	-10	-10
CHRM1 agonist	-4	-6	-2	-3	-3	nt
CHO-K1 Ca antag	-6	-11	-4	-8	4	nt
CHO-K1 Ca ag	1.6	3.1	0.6	0.5	2.8	nt

19: CC(OC(=O)c1ccc(S(=O)(=O)NCc2ccco2)cc1)C(=O)Nc1ccc(Cl)cn1 (configuration not stated)
20: COc1ccc(N2CCN(C(=O)CCC(=O)N3CCOc4ccc(Cl)cc43)CC2)cc1
21: C=CC(=O)Nc1ccc(Br)cc1
22: Cc1cc(Nc2ccccc2)n(C(=O)c2ccc(Cl)cc2)n1
23: Cn1ccc2c(N3CCCC3)cc3c(c21)C1CCC3O1 (configuration not stated)
24: CCCn1c(SCC(=O)NC(C)(C)C)nnc1-c1ccco1

Assay by compound	19	20	21	22	23	24
OXTR potentiator	-8	-6	-5	-4	nt	-3
V1R ag counter	2.9	5.1	1.2	-0.7	nt	0.0
TAAR1 ag	6	2	18	2	1	1
M1 PAM parental	7	20	13	15	14	20
TAAR1 antag	11	-7	-17	-26	-7	4
CHO parental Ca	-10	2	-12	-21	nt	-15
CHRM1 agonist	-4	-3	-2	2	-8	-4
CHO-K1 Ca antag	-3	-10	-9	-10	6	-13
CHO-K1 Ca ag	4.8	3.1	1.7	2.2	0.6	0.8

25: COCCCNCCOCCOc1c(OC)cccc1OC
26: N#Cc1c(C(F)(F)F)cc(-c2cccs2)nc1SC(C(=O)O)c1ccccc1 (configuration not stated)
27: COc1ccc(NC(=S)N2CCN(CCN3C(=O)c4cccc5cccc(c45)C3=O)CC2)cc1
28: Cc1ccc(C(=O)N2CCCCCC2)cc1Br
29: COc1ccc(N2CCN(C(=O)CCNS(=O)(=O)c3ccc4c(c3)CCC(=O)N4)CC2)cc1
30: Cn1c(=O)c(C(=O)Nc2ncccc2O)c(O)c2ccccc21

Assay by compound	25	26	27	28	29	30
OXTR potentiator	-8	-3	-12	-2	-1	-12
V1R ag counter	1.0	1.3	-0.5	-1.4	-0.2	0.4
TAAR1 ag	-4	3	1	8	9	6
M1 PAM parental	11	19	4	6	2	21
TAAR1 antag	-8	-26	-23	-13	0	7
CHO parental Ca	-19	-15	4	-6	-10	48*
CHRM1 agonist	-2	-4	-7	-6	-5	-3
CHO-K1 Ca antag	-5	-14	-10	-13	-6	-10
CHO-K1 Ca ag	0.0	0.4	0.2	0.1	0.5	0.4

31: C=C1CCC(C)C(C)(CCC2=CCOC2=O)C/C=C\C=C/1C(=O)O (configuration not stated)
32: O=C(CSc1nnc2ccccn12)c1ccccc1
33: COc1cc(-c2cn[nH]c2N)cc(OC)c1OC
34: CCN(CC)S(=O)(=O)c1ccc(N2CCOCC2)c(NS(=O)(=O)c2ccc(C)c(C)c2)c1
35: O=c1ccn([C@@H]2O[C@H](CNCc3cccn3-c3nccs3)[C@@H](O)[C@H]2O)c(=O)[nH]1
36: O=C(COc1ccc(Br)cc1)Nc1ccccc1C(=O)N1CCOCC1

Assay by compound	31	32	33	34	35	36
OXTR potentiator	1	-2	0	-3	nt	-7
V1R ag counter	-0.1	0.1	0.2	-0.4	nt	2.5
TAAR1 ag	0	3	nt	1	1	8
M1 PAM parental	12	11	3	4	-3	-2
TAAR1 antag	-2	-17	nt	17	10	24
CHO parental Ca	-5	-2	-8	-23	nt	-11
CHRM1 agonist	-3	-4	-2	-8	-4	-2
CHO-K1 Ca antag	1	-6	-15	-4	-4	3
CHO-K1 Ca ag	0.8	0.1	0.1	0.6	-0.1	3.3

37: CN(C(=O)c1cccc(NC(=O)Cc2cccc(NC(=O)C3CCN(C(=O)c4ccccc4)CC3)c2)c1)C1CCCC1
38: CCOC(=O)CSC1=C(C#N)C(c2ccc(C)cc2)C(C(=O)OC)C(=O)N1 (configuration not stated)
39: Cc1ccc(S(=O)(=O)N(CCCN2CCCC2=O)Cc2cc3c(C)ccc(C)c3[nH]c2=O)cc1
40: NC(=O)C1CCN(C(=O)CSc2ccsc2[N+](=O)[O-])CC1
41: COc1cccc(NC(=O)c2ccc(N3C(=O)C4CC=C(C)CC4C3=O)cc2)c1 (configuration not stated)
42: CCOCCCNC(=O)C(c1ccc(Cl)cc1)N1CCN(C(=O)c2ccco2)CC1 (configuration not stated)

Assay by compound	37	38	39	40	41	42
OXTR potentiator	nt	-10	0	nt	-12	-16
V1R ag counter	nt	1.1	-0.8	nt	2.5	0.2
TAAR1 ag	7	3	10	1	8	12
M1 PAM parental	20	22	6	-10	7	21
TAAR1 antag	-17	-3	2	-2	11	-5
CHO parental Ca	nt	-26	-13	nt	-4	-12
CHRM1 agonist	-7	-4	-1	-7	-2	-5
CHO-K1 Ca antag	-6	-7	3	2	-10	-4
CHO-K1 Ca ag	0.9	0.2	2.4	-0.1	6.0	0.8

43: C=CCOn1c(=O)c(-c2cc3ccccc3o2)[n+]([O-])c2ccccc21
44: CN(CC(=O)Nc1cccc(F)c1)C(=O)c1sccc1-c1ccccc1
45: Cc1c(C(=O)NCc2cccc(Cl)c2)sc(=O)n1Cc1cccc(F)c1
46: O=C(C1CC(=O)N(c2ccc(F)cc2)C1)N1CCC(c2nc3ccccc3[nH]2)CC1 (configuration not stated)
47: Cc1cccc(C)c1NC(=O)/C(C#N)=C/c1ccsc1
48: CC1(C)C(=O)Nc2ccccc2N1C(=O)Cn1ncc(Cl)c(Cl)c1=O

Assay by compound	43	44	45	46	47	48
OXTR potentiator	-13	nt	nt	-4	-7	-1
V1R ag counter	-0.2	nt	nt	-0.3	-0.5	-0.9
TAAR1 ag	16	2	2	5	0	1
M1 PAM parental	21	6	0	6	16	8
TAAR1 antag	-1	1	0	-55	-13	-1
CHO parental Ca	-4	nt	nt	-9	-21	-11
CHRM1 agonist	-3	-1	-4	-8	-10	-3
CHO-K1 Ca antag	-13	-11	3	8	2	-7
CHO-K1 Ca ag	0.0	1.9	1.1	-0.2	5.8	0.2

Three entries picked at random from those above, as already listed:
47: Cc1cccc(C)c1NC(=O)/C(C#N)=C/c1ccsc1
43: C=CCOn1c(=O)c(-c2cc3ccccc3o2)[n+]([O-])c2ccccc21
45: Cc1c(C(=O)NCc2cccc(Cl)c2)sc(=O)n1Cc1cccc(F)c1

Assay by compound	47	43	45
OXTR potentiator	-7	-13	nt
V1R ag counter	-0.5	-0.2	nt
TAAR1 ag	0	16	2
M1 PAM parental	16	21	0
TAAR1 antag	-13	-1	0
CHO parental Ca	-21	-4	nt
CHRM1 agonist	-10	-3	-4
CHO-K1 Ca antag	2	-13	3
CHO-K1 Ca ag	5.8	0.0	1.1
